PAFAH2 inh: PAFAH2 (human) inhibition; 340,000 compounds, 0.99% hits; Q99487; AID 492956; inhibition, % at 3.39 µM; recombinant PAFAH2, FP-rhodamine activity probe, fluorescence polarization;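 active means inhibition above the mean over all tested compounds plus 3 SD, cut at about 30% in these data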;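 further: inhibitors block probe labeling of enzyme so polarization drops; 0% = enzyme with DMSO and 100% = wells lacking PAFAH2 protein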
LYPLA1 inh: counter-screen for PME1 inhibitors: inhibitors of human LYPLA1; O75608; recombinant LYPLA1, FP-Rh probe fluorescence polarization; inhibition, % at 5.9 µM; 320,000 compounds, 0.16% hits; AID 2174;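 active means inhibition above the mean of all tested compounds plus 3 SD, set per campaign, cut at about 14% in these data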;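 further: inhibitors block serine hydrolase probe labeling of LYPLA1 so polarization falls; 0% = enzyme with DMSO and 100% = wells lacking LYPLA1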
PAD4 FP inh: inhibitors of human PAD4; Q9UM07; recombinant PAD4, RCA probe fluorescence polarization; inhibition, % at 6.36 µM; 330,000 compounds, 0.41% hits;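 active means percent inhibition above a cutoff equal to the mean of all tested compounds plus 3 SD, cut at about 15% in these data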;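 further: 0% = PAD4 with RCA probe and DMSO and 100% = probe without PAD4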
PREPL inh: inhibitors of human prolyl oligopeptidase-like enzyme PREPL | recombinant PREPL, fluorescence polarization activity-based probe | inhibition, % at 5.96 µM | AID 2751 | 320,000 compounds, 0.68% hits | Q4J6C6; in the data active means inhibition above about 43%;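 further: 0% = enzyme with DMSO and 100% = wells lacking enzyme; many of its hits are not listed in these tables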
PAFAH1B3 FP inh: inhibitors of human PAFAH1B3; Q15102; recombinant PAFAH1B3, FP-rhodamine probe, fluorescence polarization; inhibition, % at 3.39 µM; AID 492972; 340,000 compounds, 0.28% hits;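 active means inhibition above the screen-wide average of all tested compounds plus 3 SD, cut at about 25% in these data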;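 further: 0% = enzyme with DMSO only and 100% = wells lacking PAFAH1B3 protein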
PAFAH1B2 inh: inhibitors of human PAFAH1B2 | P68402 | recombinant PAFAH1B2, FP-rhodamine activity probe, fluorescence polarization | inhibition, % at 3.39 µM | 340,000 compounds, 1.2% hits | AID 492953;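 active means inhibition above the mean of all tested compounds plus 3 SD, cut at about 24% in these data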;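 further: 0% = enzyme with DMSO and 100% = wells lacking PAFAH1B2; many of its hits are not listed in these tables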
Target sequence (P68402 whole entry, looked up): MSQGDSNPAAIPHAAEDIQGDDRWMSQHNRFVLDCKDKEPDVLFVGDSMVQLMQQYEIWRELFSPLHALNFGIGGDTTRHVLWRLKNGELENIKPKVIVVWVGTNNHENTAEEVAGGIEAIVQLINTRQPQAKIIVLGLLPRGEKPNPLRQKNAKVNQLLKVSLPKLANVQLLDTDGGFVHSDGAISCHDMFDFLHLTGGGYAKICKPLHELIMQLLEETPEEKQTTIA
pPAFAH FP inh: inhibitors of human plasma PAF acetylhydrolase (pPAFAH). Q13093. recombinant pPAFAH, FP-rhodamine probe fluorescence polarization. inhibition, % at 3.39 µM. 330,000 compounds, 1.5% hits. AID 463082;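 active means inhibition above the mean inhibition across the screen plus 3 SD, cut at about 25% in these data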;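 further: inhibitors block binding of the rhodamine activity-based probe so polarization drops; 0% = enzyme with DMSO and 100% = wells lacking pPAFAH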
Target sequence (Q13093 whole entry, looked up): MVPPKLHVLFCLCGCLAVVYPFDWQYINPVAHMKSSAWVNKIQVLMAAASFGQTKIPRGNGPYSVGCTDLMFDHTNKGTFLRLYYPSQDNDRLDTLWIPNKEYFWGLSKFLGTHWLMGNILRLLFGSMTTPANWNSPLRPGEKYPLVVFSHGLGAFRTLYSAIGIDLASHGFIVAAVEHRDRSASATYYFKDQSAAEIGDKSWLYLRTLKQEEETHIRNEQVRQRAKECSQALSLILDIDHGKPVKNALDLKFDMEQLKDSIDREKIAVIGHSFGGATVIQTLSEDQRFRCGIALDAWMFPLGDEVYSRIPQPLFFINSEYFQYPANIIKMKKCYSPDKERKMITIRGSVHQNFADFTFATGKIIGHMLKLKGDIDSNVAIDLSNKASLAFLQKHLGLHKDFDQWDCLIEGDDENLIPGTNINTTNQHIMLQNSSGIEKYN
LYPLA2 inh: counter-screen for PME1 inhibitors: inhibitors of human LYPLA2. recombinant LYPLA2, FP-Rh probe fluorescence polarization. AID 2177. O95372. 320,000 compounds, 0.38% hits. inhibition, % at 5.9 µM;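 active means inhibition above the screen-wide mean plus 3 SD, limit set per campaign, cut at about 26% in these data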;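 further: 0% = LYPLA2 with DMSO and 100% = wells lacking LYPLA2 enzyme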
GSTO1 counter: counter-screen for RBBP9 inhibitors: inhibitors of human GSTO1; inhibition, % at 5.96 µM; recombinant GSTO1, activity-based probe fluorescence polarization; P78417; 300,000 compounds, 1.1% hits;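 active means inhibition above the campaign mean inhibition plus 3 SD, cut at about 35% in these data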;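 further: 0% = GSTO1-1 with DMSO and 100% = wells lacking GSTO1-1 enzyme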
Target sequence (P78417 whole entry, looked up): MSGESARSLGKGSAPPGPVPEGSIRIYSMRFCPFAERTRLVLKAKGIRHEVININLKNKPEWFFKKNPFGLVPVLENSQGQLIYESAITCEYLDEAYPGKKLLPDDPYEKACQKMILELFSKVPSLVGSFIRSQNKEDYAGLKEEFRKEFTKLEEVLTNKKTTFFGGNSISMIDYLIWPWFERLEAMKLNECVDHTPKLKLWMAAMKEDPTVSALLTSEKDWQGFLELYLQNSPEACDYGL
The depositor's hits bear a star; x = no result given. Only part of the results is shown. The share of hits here may be higher or lower than overall.

canonical_smiles	PAFAH2 inh	LYPLA1 inh	PAD4 FP inh	PREPL inh	PAFAH1B3 FP inh	PAFAH1B2 inh	pPAFAH FP inh	LYPLA2 inh	GSTO1 counter
O=S(=O)(NC1CCC(NS(=O)(=O)c2c(F)cccc2F)CC1)c1ccc2c(c1)OCCO2 (centres undefined)	-1	-1	0	6	6	5	-2	-1	x
CC(=O)Nc1cccc(/C(C)=N/Nc2nc3ccccc3s2)c1	8	5	-7	24	6	6	7	-4	-16
COc1ccccc1/C=C/C=N/NC(=O)Cc1cccn1C	-7	-1	-2	8	0	-1	15	-4	-5
CCOC(=O)N1CCC(NC(=O)Cn2cc3c(n2)CCCC3)CC1	-3	5	-5	1	5	1	2	-3	4
Cc1cc(NC(=O)CSc2nnc(N)s2)c([N+](=O)[O-])cc1C	0	-4	-5	4	5	6	5	0	-1
O=C(CN1C(=O)NC2(CCCCC2)C1=O)N1CCN(S(=O)(=O)c2ccc(Cl)s2)CC1	3	-1	1	1	5	8	-1	-3	x
Cc1ccc(NC(=O)C(=O)Nc2ccccn2)cc1	1	1	-2	6	-7	-2	0	0	5
NC(=O)COc1ccc(C2c3c(oc4ccccc4c3=O)C(=O)N2CC2CCCO2)cc1 (centres undefined)	3	0	-6	13	-3	-1	-1	-4	-4
COc1ccc(C(=O)NC(=S)Nc2ccc3oc(=O)ccc3c2)cc1	-1	-4	0	2	4	-5	-4	0	1
O=C(Nc1ccccc1Cl)c1ccc(=O)[nH]n1	-3	0	-4	-7	4	-3	1	7	0
Cc1ccc(Cn2c(CCNc3nc(-c4ccc(Cl)c([N+](=O)[O-])c4)cs3)nc3cc(C(=O)NCCCO)ccc32)cc1	4	-1	-6	-6	16	4	10	-6	4
COC(=O)C1=C(C)NC(=O)/C1=C\c1cc(C)n(-c2cccc(C)c2)c1C	18	3	3	16	3	1	4	4	8
COc1ccc(/C=C/C(=O)Nc2ccc(-c3nnc4n3CCCCC4)cc2)c(OC)c1	1	-1	-6	10	-4	-8	-5	-1	-16
O=C(Nc1ccc(F)cc1)C1(S(=O)(=O)c2ccc(Cl)cc2)CC1	-4	1	0	8	12	4	0	-1	12
COc1ccc(C)cc1NC(=O)C(Sc1nnc2ccccn12)c1ccccc1 (centres undefined)	8	4	9	4	0	1	0	-5	2
O=C(NN=C1CCCCCC1)c1cn(-c2ccccc2)nc1-c1ccccc1	-6	-11	5	14	-4	-4	0	-24	-2
NC(=O)N/N=C/c1ccc(-c2ccc([N+](=O)[O-])cc2)o1	2	4	2	6	-1	2	-1	0	-8
CC(=O)Nc1cccc(C(=O)OCC(=O)Nc2ccc(Cl)cn2)c1	44*	-4	0	-16	3	1	-2	-3	1
CCOC(=O)N1CCN(C(=O)C(=O)Nc2sc3c(c2C#N)CC(C)(C)OC3)CC1	-4	2	-2	5	4	1	5	7	-1
CCc1ccc2c(c1)cc(CN(Cc1ccco1)C(C)=O)c1nnnn12	7	-1	8	2	9	1	4	-1	2
CN(C)CCNC(=O)c1ccc(Sc2ccc(Br)cc2)c([N+](=O)[O-])c1	0	-4	1	-12	3	-2	13	1	9
COc1ccc(-c2noc(CCCC(=O)Nc3cccnc3)n2)cc1OC	0	-3	1	5	14	9	3	3	-3
Cc1[nH]c2ccc(C(=O)Nc3ccncc3)cc2c1C	7	-1	-6	-4	0	0	4	1	-1
N/C(CC(=O)Nc1cccc(C(F)(F)F)c1)=N/O	6	3	-1	-4	9	9	5	-1	4
CSc1ncccc1C(=O)OCc1c(F)cccc1Cl	2	-1	1	-2	4	2	23	-3	8
Cc1c(C(=O)OCC(=O)Nc2ccc(C(=O)N(C)C)cc2)oc2ccccc12	2	-2	2	3	-1	1	1	6	2
O=C(COC(=O)c1ccc(S(=O)(=O)N2CCCC2)cc1)Nc1ccccc1	4	1	3	2	3	1	5	6	x
CCCCN(C)C(=S)Nc1ccc(Oc2ccccc2)cc1	-4	0	0	1	4	5	-2	5	4
CCOC(=O)c1ccc(NC(=O)c2ccc3c(c2)C(=O)N(CC2CCCO2)C3=O)cc1 (centres undefined)	1	0	0	5	3	7	0	19	8
Cc1nc2ccccn2c1C(=O)NNC(=S)Nc1ccccc1	4	2	1	6	1	2	3	-2	-14
CCOC(=O)C1=C(C)NC(=O)C(C#N)C1c1ccco1 (centres undefined)	1	-5	18*	3	-4	2	-1	2	-7
Cc1csc(N)n1	8	-4	-5	-1	3	-3	1	0	5
COc1ccc(S(=O)(=O)N2CCN(CCCOc3ccc(F)cc3)CC2)cc1OC	-3	0	5	28	4	3	3	3	10
O=C(O)c1cccc(NS(=O)(=O)c2ccc(Cl)c(C(=O)O)c2)c1	4	0	-2	-12	0	-2	-2	-1	-4
CC1(C)CC(=NOC(=O)c2ccccc2)CC(C)(C)N1O	33*	5	-4	-7	8	6	3	7	2
COC(=O)[C@H](Cc1ccccc1)NC(=O)N1CCN(c2ccc(F)cc2)CC1	-4	0	-4	-10	5	5	3	4	2
COc1ccc(NC(=O)C2CC(=O)n3ncnc3N2)cc1 (centres undefined)	2	-2	-3	9	10	6	8	1	4
CN(Cc1ccccc1)S(=O)(=O)c1ccc2[nH]c(=O)oc2c1	-1	1	-2	-3	4	8	0	6	3
O=C(/C=C/c1ccc(F)cc1)Nc1cccc(S(=O)(=O)Nc2cccc(C(F)(F)F)c2)c1	-55	-17	3	-4	-16	-10	-33	-24	-4
N#CCCN(Cc1cccnc1)C(=S)Nc1ccc(OC(F)F)cc1	-1	2	0	8	-1	4	-8	-6	-12
Cn1cccc1-c1nc2ccccc2[nH]1	1	-2	-7	4	9	5	5	-3	-1
CCOC(=O)CN(C(=O)COc1nc(C)cc(C)c1C#N)c1ccc(Cl)cc1	5	-1	5	15	9	-3	0	-2	10
O=C(c1ccc(CSc2nc3ccncc3[nH]2)cc1)N1CCCCC1	10	4	0	-7	12	-1	3	5	-2
CCOC(=O)c1c(S(=O)(=O)NCC(=O)NCc2ccccc2Cl)c(C)n(C)c1C	2	-1	-1	11	-3	1	-1	-6	-1
CC(=O)N1c2ccc(S(=O)(=O)N3CCCC(C(=O)Nc4cccc(Cl)c4)C3)cc2CC1C (centres undefined)	-9	-4	1	4	5	1	11	-1	-10
Cc1ccc(C)c(OCC(=O)NNC(=O)C2CCC2)c1	0	-2	-1	18	7	2	1	-2	x
COCCn1c(SCC(=O)Nc2ccc(S(=O)(=O)N3CCOCC3)cc2)nc2ccccc21	-7	-1	4	4	0	1	2	1	-6
COc1cccc(C2=NOC(C(=O)Nc3cccnc3Cl)C2)c1 (centres undefined)	8	4	-1	-3	1	5	1	6	1
COCCCNC(=O)c1ccc(CSCc2ccc(C)cc2)o1	-1	2	2	10	0	3	11	-1	1
O=C1CS/C(=N/N=C\c2ccn[nH]2)N1	x	0	4	15	x	x	-10	-10	-1
O=C(NNS(=O)(=O)c1ccc(F)cc1)c1cc2ccccc2cc1O	8	-3	-2	-16	3	21	12	8	0
COc1cccc(C(=O)NCCN2CCOCC2)c1	-3	-2	2	8	6	-4	-2	1	10
Cn1cc(S(=O)(=O)Nc2cccc3ccccc23)c(=O)n(C)c1=O	-3	0	-2	-1	9	-1	4	8	-8
CC1CCN(S(=O)(=O)c2cn(CC(=O)N3CC(C)CC(C)C3)c(=O)c3ccccc23)CC1 (centres undefined)	8	3	-4	1	-1	-2	8	-1	4
Cc1cc(/C=C2/C(=O)N(C)C(=S)N2C)ccc1N1CCCC1	-10	-4	-5	1	-6	4	-1	-10	-8
CCOC(=O)c1ccccc1NC(=O)Cc1ccc(S(=O)(=O)N2CCCC2)s1	4	x	-2	5	-5	3	18	x	x
Cc1ccsc1C(=O)N(c1nc2ccccc2s1)c1c(C)cccc1C	7	3	-2	-4	-9	-5	7	5	3
Cc1ccc(C(=O)O)cc1-c1ccc(/C=C2/NC(=O)N(c3ccccc3)C2=O)o1	20	5	-2	2	12	9	29*	-4	-18
O=c1c2ccccc2c(C=NCc2ccccn2)c(O)n1-c1ccccc1Cl	4	-4	2	4	6	3	5	-4	15
Cc1ccc(CN2CCCC(CO)(Cc3ccccc3C)C2)s1 (centres undefined)	5	-2	-6	19	7	-1	5	-3	8

Next section:
canonical_smiles	PAFAH2 inh	LYPLA1 inh	PAD4 FP inh	PREPL inh	PAFAH1B3 FP inh	PAFAH1B2 inh	pPAFAH FP inh	LYPLA2 inh	GSTO1 counter
CC(=O)c1ccc(OCC(=O)OC(C)C(=O)NC2CCCCC2C)cc1 (centres undefined)	-4	3	4	5	14	9	6	9	x
c1ccc(C(c2ccccc2)N2CCN(Cc3nnnn3C3CCCCC3)CC2)cc1	3	0	-2	10	-2	2	1	-2	-5
Cn1ncc(Br)c1NC(=O)CSc1ccc(Cl)cc1	11	-1	-1	-10	2	22	9	8	-6
COc1ccc(C(C(C(=O)c2ccco2)N2CCOCC2)N2CCOCC2)cc1 (centres undefined)	2	1	0	-5	7	2	5	7	-1
COc1ccc(NC(=O)C(CC(=O)O)Cc2ccc(C)cc2)cc1 (centres undefined)	2	1	2	6	3	1	-3	-3	5
Cc1ccc(C(=O)NCCN2CCOCC2)c(Cl)c1	6	-2	-5	-1	4	2	8	2	6
CCNC(=S)N/N=C/c1cccs1	-4	2	-1	-5	-4	4	2	11	4
Cc1cccc(CSc2nnc(-c3cccs3)n2Cc2ccco2)c1	4	0	3	7	-2	4	20	6	2
COC(=O)c1ccc2c(c1)NC(=O)CS2	2	1	3	5	8	4	-2	-7	-6
O=C1CC(C(=O)Nc2cccc(F)c2)n2c(nc3ccccc32)N1 (centres undefined)	1	4	-1	-4	9	0	0	8	13
O=C(CN1CCCC1)Nc1nnc(-c2cccs2)s1	-7	-2	1	1	10	0	1	0	-1
O=C(O)c1ccc(NC(=O)c2cn(-c3ccccc3)nc2-c2ccc(Cl)cc2)cc1	-9	-17	-2	16	0	-9	-4	-61	-36
CCOc1cc(NC(=O)c2ccccn2)c(OCC)cc1NC(=O)c1ccc(C)cc1	-2	-3	-7	3	2	1	5	-3	0
CSCCC(NS(=O)(=O)c1cccc(C(F)(F)F)c1)C(=O)N(C)CCOc1ccc(Cl)cc1 (centres undefined)	13	-2	-5	-47	2	8	6	-5	-8
CCNCCC(CCC(C)C)c1ccc2c(c1)OCO2 (centres undefined)	x	3	-3	14	x	x	-1	4	-2
COc1ccccc1OCC(=O)Nc1nnc(C2CCCC2)s1	6	-1	-3	6	-1	-1	0	-1	-2
O=C(CC1Nc2ccccc2NC1=O)NCCc1ccccc1 (centres undefined)	11	-2	-7	-25	13	11	6	1	6
COCCN1C(=O)C(=O)/C(=C(/O)c2ccc(S(=O)(=O)N3CCOCC3)cc2)C1c1ccc(O)c(OC)c1 (centres undefined)	2	1	-2	0	9	5	9	-1	6
CSCC[C@H](NC(=O)N1CCn2c1nc1ccccc12)C(=O)NCc1ccc2c(c1)OCO2	0	-1	-1	1	10	5	1	7	-2
COc1ccc(/C=N/NC(=O)c2cc(-c3ccccc3)nc3ccccc23)c(OC)c1	-6	-27	-5	-20	-6	-4	-25	-53	-19
